NCI-60 one-dose screen, 48 h, at 10 µM unless noted. Numbers give growth in % (100 = growth as untreated, 0 = no growth, -100 = all killed).
MDA-MB-231 = MDA-MB-231 breast cancer; 81,000 tested, 5% active
RPMI-8226 = RPMI-8226 leukemia cells. 77,000 tested, 7.5% active. AID 1794781
SR = SR leukemia cells; 73,000 tested, 8.7% active
MOLT-4 = MOLT-4 leukemia cells; AID 1794779; 80,000 tested, 6.9% active
MDA-MB-435 = MDA-MB-435 melanoma; 82,000 tested, 7.8% active; AID 1794794
K-562 = K-562 leukemia; 78,000 tested, 7.4% active; AID 1794777
MDA-MB-468 = MDA-MB-468 breast cancer; AID 2202374; 78,000 tested, 8.5% active
MCF7 = MCF7 breast cancer; 82,000 tested, 6.3% active; AID 1794796
* hit, by the source's call; / = not tested or not shown; & = joins results of further samples. How the source made its calls: active means growth percent below 10; inactive means the rest.

no.	smiles	MDA-MB-231	RPMI-8226	SR	MOLT-4	MDA-MB-435	K-562	MDA-MB-468	MCF7
1	COc1ccc(/C=C2\CNCC3=C2Nc2nc(SC)[nH]c(=O)c2C3c2ccc(OC)cc2)cc1 (stereo not drawn)	85	94	69	80	93	75	100	90
2	N=C1NC(=O)C/C1=C1/Nc2ccccc2S1	84	89	91	80	88	95	68	48
3	CCCCCOC(=O)N1CCCCC1CCCC (stereo not drawn)	107	102	/	97	108	109	113	104
4	C=C1CC2C3C=C(C)C4=CC(=O)CC[C@]4(C)C3CC[C@]2(C)[C@@]1(OC(C)=O)C(C)=O (stereo partly drawn)	66	17	/	31	66	/	27	37
5	COc1cc2c(c(OC)c1OC)C(=O)CC(c1ccccc1)O2 (stereo not drawn)	88	78	69	81	99	75	79	68
6	Cc1ccc(-c2cc(C(=O)N=Nc3c(O)[nH]c4ccc(Cl)cc34)c3ccccc3n2)cc1	91	68	/	/	39	/	70	46
7	Cc1ccc(-n2cc(-c3ccccc3)c3c(SCC(=O)n4[nH]c(N)cc4=O)ncnc32)cc1	96	103	95	95	118	92	107	94
8	CN1CCC[C@]2(C)[C@H]3CC[C@]4(C)[C@@H](O)/C(=C/c5ccccn5)C[C@H]4[C@@H]3CC[C@@H]12	119	101	99	99	97	95	101	88
9	O=C(NCCCNc1nccc(-n2ccc3cccnc32)n1)c1ccc(C(F)(F)F)cc1	100	/	99	98	105	95	95	93
10	Cc1cc(C2(c3ccc(O)c(C)c3)C(=O)N(Cc3ccccc3)c3ccccc32)ccc1O	98	80	78	58	86	84	88	81
11	CC(=O)C(C(C)=O)c1nc2sc3cc(Cl)ccc3n2c(=N)c1C#N	52	61	34	67	111	85	42	58
12	CCC(C(=O)N1CCNC2=C(C(=O)N(C)C2(C)C)C1c1ccc(Cl)c(Cl)c1)c1ccccc1 (stereo not drawn)	84	81	81	73	96	81	78	85
13	N/C(=N\c1nc2c(F)cc(F)cc2s1)C(Cl)(Cl)Cl	97	107	104	99	94	97	72	64
14	O=C(NCc1cccs1)c1ccc(OCC2CCCO2)cc1 (stereo not drawn)	99	94	100	96	103	86	93	107
15	CC(C)(C)c1nc(C(Cl)Cl)nc2cc(-c3ccccc3)nn12	98	93	103	103	107	105	101	103
16	COC(=O)C1C(=O)C(C(=O)OC)C(C)N(C)C1C (stereo not drawn)	107	106	/	94	98	105	103	101
17	CCOC(=O)C1=C(C)NC(C)=C(C(=O)OCCOC)C1c1cccc(C#N)c1 (stereo not drawn)	103	105	86	94	100	90	96	96
18	CCOc1ccc(S(=O)(=O)Nc2ccc3c(c2)N(S(=O)(=O)CC)CCC3)cc1	89	77	98	71	79	72	85	45
19	CC(C)(C)Nc1nc2c(OCCc3ccccc3)cccn2c1-c1ccccc1Cl	-33*	-26*	-15*	-22*	7.8*	0.9*	-28*	-11*
20	COc1ccc(Nc2ncc3c(n2)CCc2cnc(C)nc2-3)cc1	78	108	97	103	99	97	82	89
21	Cc1ccc(F)cc1NC(=S)NN	90	107	99	95	81	64	89	98
22	CC(=O)c1ccc(N=C(C#N)C2=C(O)c3ccccc3C2=O)cc1	106	117	91	92	110	86	95	83
23	CCOC1=CC(=O)CC(C)(C)C1	117	105	125	116	109	105	104	101
24	CCOC(=O)Nc1ccc(-c2nc(-c3cccc(OCCN4CCOCC4)c3)c(-c3ccnc(Br)c3)[nH]2)cc1	46	/	-13*	7.6*	/	1.6*	34	12
25	O=C(Nc1ccc(C(F)(F)F)cc1)Nc1ccc2oc(=O)ccc2c1	15	-20*	/	/	24	/	5.0*	2.6*
26	COC(=O)/C=C\C(=O)O	113&114	106&96	119&102	107&104	100&99	47	111&110	103&98
27	O=C(CCc1nnc(C(c2ccccc2)c2ccccc2)o1)c1nc2ccccc2[nH]1	73	83	/	72	98	68	68	77
28	CC1(C)CC[C@]2(C(=O)N3CCOCC3)CC[C@]3(C)C(=CC[C@@H]4[C@@]5(C)Cc6c(n(CC#CCN7CCNCC7)c7ccccc67)C(C)(C)[C@@H]5CC[C@]43C)[C@@H]2C1	105	99	/	109	112	98	109	93
29	CN(C)CCNc1nc2ccccc2c2c(=O)c3ccccc3sc12	-12*	-8.0*	-18*	-4.6*	8.4*	-35*	-24*	-47*
30	Cc1ccc(Cl)c(-c2nn(-c3ccc(S(=O)(=O)NC(=S)NCc4ccccc4)cc3)c(=O)c3ccccc23)c1	102	89	89	91	97	99	/	97
31	CCOC(=O)C1=C(C(F)(F)F)NC(=O)NC1CN1C(=O)c2ccccc2C1=O (stereo not drawn)	100	83	5.9*	71	108	76	/	108
32	Cc1cccc(Cl)c1NC(=O)CNC(C)(C)C	74	94	85	87	101	86	107	92
33	O=C(Nc1ccc(F)cc1)Nc1nc2ccc([N+](=O)[O-])cc2s1	-2.3*	-24*	13	15	0.0*	6.2*	-23*	1.6*
34	O=c1cc(-n2nncc2Cn2c3ccccc3c3ccccc32)c2ccccc2[nH]1	96	105	109	105	99	/	113	90
35	CC(=O)/C(=C/N1CC(=O)NC1=S)C(=O)Nc1ccc([N+](=O)[O-])cc1	107	100	93	102	96	107	118	95
36	O=C(OCC(O)C(=O)NC12CC3CC(CC(C3)C1)C2)c1ccc(Cl)cc1 (stereo not drawn)	103	105	89	90	102	92	99	94
37	CNc1cc2nc3cc(NC)c(C)cc3cc2cc1C	29	3.2*	-28*	1.1*	42	21	-11*	3.0*
38	Cc1ccc2c(c1)C(N1CCCC1=O)CCN2Cc1ccc(Cl)cc1 (stereo not drawn)	80	72	68	72	94	/	80	100
39	COc1cccc(C(=O)c2ccncc2C(=O)O)c1OC	109	101	98	101	96	99	104	101
40	CC(=O)/C(C)=C\C1C(C)=CCCC1(C)C (stereo not drawn)	107	121	97	95	106	/	117	97
41	COc1ccccc1/C=C/c1cccc(NC(=S)NCCCCN(C)C)c1	-90*	-6.6*	-31*	-33*	-92*	1.6*	-86*	-74*
42	N#Cc1c(N)nc(-c2ncccn2)nc1-c1c[nH]c2ccccc12	79	100	88	99	103	98	86	83
43	O=c1oc2cc(OS(=O)(=O)c3ccc(C(F)(F)F)cc3)ccc2c2c1CCCCCC2	82	82	61	77	87	61	50	78
44	C[C@H](N)[C@H](O)c1cccc(O)c1	90	109	84	/	101	98	93	102
45	O=C1CC2CC=C(c3ccc(F)cc3)CN2C=C1c1ccccc1 (stereo not drawn)	93	87	/	/	104	/	85	90
46	CCOCCC(=O)C(C#N)c1cccc(OC)c1OC (stereo not drawn)	104	101	113	106	105	110	90	94
47	COc1cc(C(=O)/C=C/c2cccc(Nc3ccnc4cc(Cl)ccc34)c2)cc(OC)c1OC	-5.5*	-16*	-19*	-6.6*	-16*	-6.8*	-50*	-40*
48	CCCCC/C=C\C/C=C\CCCCCCCCOc1ccccc1CCOP(=O)(O)OCC[N+](C)(C)C	92	/	91	98	105	97	101	95

(more compounds)
| entry | structure | MDA-MB-231 | RPMI-8226 | SR | MOLT-4 | MDA-MB-435 | K-562 | MDA-MB-468 | MCF7 |
| --- | --- | --- | --- | --- | --- | --- | --- | --- | --- |
| 49 | CC1(C(Cl)Cl)C=CC(=O)C=C1 | 102 | 105 | 100 | 103 | 101 | 101 | 99 | 98 |
| 50 | CCCCCCCCCCCCCCCC(=O)OC | 111 | 103 | 98 | 110 | 112 | 115 | 96 | 91 |
| 51 | CN1C(=O)C2(Nc3cc(Cl)ccc3-c3ccnn32)c2cc(Cl)ccc21 (stereo not drawn) | 76 | 83 | 82 | 73 | 107 | 92 | 101 | 91 |
| 52 | c1ccc(-c2nc(NCCc3c[nH]c4ccccc34)c3ccccc3n2)cc1 | 71 | 68 | 74 | 61 | 98 | 24 | 94 | 85 |
| 53 | CCOC(=O)COc1ccc(/C=C(\C)[N+](=O)[O-])c2ccccc12 | 103 | 94 | 72 | 97 | 102 | 97 | 87 | 73 |
| 54 | COc1ccccc1Nc1nnc(-c2ccc(F)cc2)o1 | 96 | 95 | 86 | 92 | 89 | 98 | 92 | 76 |
| 55 | Cc1nc2ccccc2c(/C=C/c2ccccc2)c1C(=O)c1ccccc1 | 103 | 77 | 81 | 78 | 104 | 72 | 73 | 88 |
| 56 | CCCCOc1ccccc1I | 103 | 101 | 103 | 96 | 102 | 101 | 103 | 99 |
| 57 | FC(F)Oc1ccc(C(Nc2ccc(Cl)cc2)c2nnnn2C2CCCCC2)cc1OC1CC1 (stereo not drawn) | 81 | 73 | 79 | 58 | 103 | 62 | 91 | 83 |
| 58 | CC(C)(C)NC[C@H](O)COc1ccccc1C1CCCC1 | 78 | 89 | 56 | 79 | 94 | 77 | 75 | 89 |
| 59 | COc1ccc2nc(Cl)c(C3C(C#N)=C(N)Oc4n[nH]c(C)c43)cc2c1 (stereo not drawn) | 93 | 92 | 91 | 97 | 98 | 94 | 110 | 85 |
| 60 | O=c1c2ccccc2nc(CN2CCOCC2)n1/N=C/c1ccc(Cl)cc1 | 101 | 100 | 103 | 101 | 102 | 98 | 98 | 98 |
| 61 | Cc1c(O)c(=O)n(-c2ccccc2)n1C | 99 | 104 | 91 | 84 | 109 | 106 | 105 | 101 |
| 62 | Sc1ccccc1N=Cc1cccs1 | 107 | 97 | 113 | 101 | 98 | 94 | 102 | 85 |
| 63 | C=CCn1c(-c2nc3ccc(C(=C(C#N)C#N)c4ccccc4)cc3[nH]2)cc2cc(-c3ccc(C(F)(F)F)cc3)ccc21 | 64 | 52 | 32 | 36 | 81 | 17 | 63 | 58 |
| 64 | CCOC(=O)N1CCN(c2nc(Nc3cc(C)[nH]n3)c3ccccc3n2)CC1 | 64 | 37 | 17 | 69 | 14 | 17 | 31 | 27 |
| 65 | Cc1ccc(N=Nc2ccc3c(S(=O)(=O)O)cccc3c2O)c(C)c1 | 92 | 99 | 95 | 96 | 108 | 100 | 114 | 96 |
| 66 | Cc1cccnc1NC(=S)Nc1ncccc1C | 112 | 81 | 88 | 60 | 84 | 65 | 72 | 83 |
| 67 | O=C(Nc1ccc(Br)cc1)Nc1ccc(F)c(C(=O)c2c[nH]c3ncccc23)c1F | 79 | / | 92 | 95 | 94 | 60 | 93 | 96 |
| 68 | CC1(C)O[C@H]2OC(Cn3cc(COc4ccc5ccc(=O)oc5c4)nn3)[C@@H](OCc3ccccc3)[C@H]2O1 (stereo partly drawn) | 100 | 71 | 79 | 74 | 97 | 79 | 99 | 76 |
| 69 | O=C(CCN1CCCCC1)c1ccc(Cl)cc1 | 104 | 86 | 112 | 108 | 105 | 118 | 94 | 92 |
| 70 | CC(=O)OCCC(OC(C)=O)c1ccccc1 (stereo not drawn) | 113 | 107 | 92 | 81 | 111 | 91 | 105 | 97 |
| 71 | CNc1ccccc1O | 93 | / | 118 | 98 | 110 | 108 | 110 | 101 |
| 72 | CCN(CC)CCn1c(O)c(N=Nc2ccc(S(N)(=O)=O)cc2)c2ccccc21 | 96 | 97 | 100 | 112 | 102 | 101 | 103 | 97 |
| 73 | CCOc1c(C#N)c(Nc2ccc(S(N)(=O)=O)cc2)c(C#N)c2nnc(Nc3ccccc3)n12 | 101 | 113 | 103 | 105 | 106 | 111 | 106 | 100 |
| 74 | COc1ccc(/C=C(/C(=O)c2ccc(Cl)cc2)C(=O)C(F)(F)F)cc1OC | 88 | 30 | 30 | 81 | / | 47 | 83 | 20 |

Filtered by structure, the entries above with a carbonyl joined to an NH by a bond outside any ring
| entry | structure | MDA-MB-231 | RPMI-8226 | SR | MOLT-4 | MDA-MB-435 | K-562 | MDA-MB-468 | MCF7 |
| --- | --- | --- | --- | --- | --- | --- | --- | --- | --- |
| 9 | O=C(NCCCNc1nccc(-n2ccc3cccnc32)n1)c1ccc(C(F)(F)F)cc1 | 100 | / | 99 | 98 | 105 | 95 | 95 | 93 |
| 14 | O=C(NCc1cccs1)c1ccc(OCC2CCCO2)cc1 (stereo not drawn) | 99 | 94 | 100 | 96 | 103 | 86 | 93 | 107 |
| 24 | CCOC(=O)Nc1ccc(-c2nc(-c3cccc(OCCN4CCOCC4)c3)c(-c3ccnc(Br)c3)[nH]2)cc1 | 46 | / | -13* | 7.6* | / | 1.6* | 34 | 12 |
| 25 | O=C(Nc1ccc(C(F)(F)F)cc1)Nc1ccc2oc(=O)ccc2c1 | 15 | -20* | / | / | 24 | / | 5.0* | 2.6* |
| 32 | Cc1cccc(Cl)c1NC(=O)CNC(C)(C)C | 74 | 94 | 85 | 87 | 101 | 86 | 107 | 92 |
| 33 | O=C(Nc1ccc(F)cc1)Nc1nc2ccc([N+](=O)[O-])cc2s1 | -2.3* | -24* | 13 | 15 | 0.0* | 6.2* | -23* | 1.6* |
| 35 | CC(=O)/C(=C/N1CC(=O)NC1=S)C(=O)Nc1ccc([N+](=O)[O-])cc1 | 107 | 100 | 93 | 102 | 96 | 107 | 118 | 95 |
| 36 | O=C(OCC(O)C(=O)NC12CC3CC(CC(C3)C1)C2)c1ccc(Cl)cc1 (stereo not drawn) | 103 | 105 | 89 | 90 | 102 | 92 | 99 | 94 |
| 67 | O=C(Nc1ccc(Br)cc1)Nc1ccc(F)c(C(=O)c2c[nH]c3ncccc23)c1F | 79 | / | 92 | 95 | 94 | 60 | 93 | 96 |

Source: PubChem BioAssay
